Screening results (PubChem)
SRC1 TRFRET art: TR-FRET detection interference compounds, primary screen, artefact control for PPARgamma SRC-1 recruitment agonists, biochemical, TR-FRET emission ratio; 99,000 tested, 0.34% active; TR-FRET ratio at 8 µM; TR-FRET detection artefact counter-screen; stronger effect = higher value; in the data active means TR-FRET ratio above about 2300; further: inactives centre near 1800
SRC3 TRFRET art: TR-FRET detection interference compounds, artefact control for PPARgamma SRC-3 recruitment agonists, biochemical, TR-FRET ratio; TR-FRET artefact counter-screen, PPARgamma/SRC-3 format; stronger effect = higher value; TR-FRET ratio at 8 µM; 99,000 tested, 0.39% active; in the data active means TR-FRET ratio above about 2000; further: inactives centre near 1600
Numbers without * were called inactive. An excerpt; count on the stated rates, not on these rows.

Under each structure: SRC1 TRFRET art	SRC3 TRFRET art
- O=C(CN1C(=O)C2C3c4ccccc4C(c4ccccc43)C2C1=O)Nc1ccccc1C(=O)O (centres undefined)
    1798	1638
- Cc1ncc(CO)c(/C=N/NC(=S)Nc2ccc(Cl)c(Cl)c2)c1O
    1829	1488
- Cc1sc(NC(=S)NC(=O)c2ccco2)c(C(N)=O)c1C
    1917	1563
- O=C(O)Cc1csc(-c2ccccc2)n1
    1618	1586
- CCS(=O)(=O)N1Cc2ccccc2CC1C(=O)Nc1ncc(C)s1 (centres undefined)
    1959	1608
- C=CCn1c(-c2ccc(=O)n(Cc3ccccc3)c2)n[nH]c1=S
    1891	1367
- Cc1ccc(OCCSc2nc(NC(C)C)nc(NC(C)C)n2)cc1
    2010	1772
- O=S(=O)(Nc1nc2ccccc2nc1Cl)c1ccc(Cl)cc1
    2003	1807
- O=C(NNS(=O)(=O)c1ccc2ccccc2c1)c1cccnc1
    1653	1628
- N#C/C(=C\c1ccccc1[N+](=O)[O-])c1nc(C2CC2)cs1
    1909	1610
- Cc1cccc(CCNC(=O)C2CCN(S(=O)(=O)c3ccccc3)CC2)c1
    1497	1514
- CCCC(=O)N1CCN(Cc2ccc3c(c2)OCO3)CC1
    1631	1471
- CCOC(=O)c1nc(-c2ccc3c(c2)OCO3)[nH]c1C
    1789	1521
- O=C(COC(=O)Cc1ccc(Br)cc1)NC1CCCCC1
    1809	1413
- O=C(COc1ccccc1)N(Cc1cc2ccccc2[nH]c1=O)CC1CCCO1 (centres undefined)
    1994	1530
- CC(=O)NC(NC(C)=O)c1cccc(OCc2ccccc2)c1
    2020	1741
- COC(=O)c1ccc(NS(=O)(=O)c2ccc(Cl)cc2)o1
    1663	1353
- COCCCNC(=O)c1ccc(Cn2c(=O)c3ccccc3n(CC(=O)NCc3ccco3)c2=O)cc1
    1777	1484
- Cc1ccc2ccc(C)[n+](CCCS(=O)(=O)[O-])c2c1
    1854	1655
- CCN1CCN(C(=S)NCC(C)C)CC1
    1692	1502
- CN(Cc1ccccc1NC(=O)c1ccc(S(=O)(=O)N(C)C)cc1)C1CCCCC1
    2072	1420
- CN(C)S(=O)(=O)c1cccc(NC(=S)N2CCc3ccccc32)c1
    2042	1542
- O=C(CCNC(=O)Cn1cnc2ccccc2c1=O)NCCC1=CCCCC1
    1763	1441
- CN(C(=O)COC(=O)c1ccccc1C(=O)N1CCN(c2ccccc2)CC1)c1ccccc1
    1645	1518
- COc1cccc(C(C)NC(=O)Nc2cc(Cl)ccc2OC)c1 (centres undefined)
    1920	1631
- COc1ccc(NC(=S)N(CCN(C)C)C(C)c2ccco2)cc1Cl (centres undefined)
    1918	1504
- Cc1ccc(Cl)cc1N1CCN(C(=O)C2CCCN(S(=O)(=O)c3cnc[nH]3)C2)CC1 (centres undefined)
    1888	1608
- CN1CCN(c2ccc(-c3ccnn3C(=O)Nc3ccccc3)cc2)CC1
    1890	1400
- CCOC(=O)C(=O)CC(=O)c1ccc2c(c1)OCCO2
    1760	1622
- CCC(C)NCCCCOc1cc(C)cc(C(C)C)c1 (centres undefined)
    1623	1405
- O=C(COc1ccccc1)NC(=S)Nc1cccc([N+](=O)[O-])c1
    1980	1710
- CCN(C(=O)COC(=O)CNC(=O)c1ccc(C)s1)c1ccccc1
    1947	1599
- CCOC(=O)CN1CC23C=CC(O2)C(C(=O)NC2CCCC2)C3C1=O (centres undefined)
    1541	1431
- CCOC(=O)C1(Cc2ccccc2)CCCN(Cc2ccncc2)C1 (centres undefined)
    1773	1698
- CCNC(=O)COC(=O)/C=C/c1cccc([N+](=O)[O-])c1
    1916	1885
- Cc1cc(C)nc(SCc2ccc(C(=O)NN=C3C4CC5CC(C4)CC3C5)cc2)n1
    1882	1559
- O=C(COc1cccnc1[N+](=O)[O-])N1CCN(C(=O)c2ccco2)CC1
    1641	1449
- Cc1ccccc1NC(=O)/C=C/c1ccc([N+](=O)[O-])s1
    1862	1548
- O=C1CC(C(=O)Nc2ccc(F)cc2)S/C(=N\N=C\c2ccco2)N1 (centres undefined)
    1801	1491
- CCSc1nnc(CNc2ccc(C)cc2)n1C
    1853	1469
- CC(NC(=O)COC(=O)c1ccc2c(c1)OCO2)c1ccccc1 (centres undefined)
    1697	1566
- Cc1cc(C)n2nc(SCC(=O)c3c(N)n(CC(C)C)c(=O)n(C)c3=O)nc2n1
    1716	1335
- CCCc1nc2cc(Cl)c([N+](=O)[O-])cc2o1
    1704	1535
- C/C=C/C(=O)OCC(=O)Nc1ccc(OC)c(Cl)c1
    1911	1719
- NC(=O)c1c[nH]c2ccccc12
    1693	1586
- O=C(CSc1nccn1-c1cccc(Cl)c1)NO
    1805	1809
- CCOc1ccccc1NC(=O)CCS(=O)(=O)c1ccc(OC)cc1
    1568	1486
- Cc1nc2ccc(NC(=O)N3CCOCC3)cc2nc1C
    2151	1632
- COc1cc(NC(=O)C2CCC(CNc3c(N4CCCCC4)c(=O)c3=O)CC2)cc(OC)c1 (centres undefined)
    1700	1612
- CC(C(=O)NC1C(=O)N2C(C(=O)O)=C(CSc3nnnn3C)CSC12)n1cc(Br)cn1 (centres undefined)
    1628	1562
- O=C(COC(=O)Cc1ccc(F)cc1)NCc1ccco1
    1735	1520
- CCCCn1c(-c2c(Cl)c(C)nn2C)n[nH]c1=S
    1825	1627
- O=C(/C=C/c1ccc(F)cc1)Nc1nc2ccccc2[nH]1
    1688	1577
- COc1ccc(-n2c(=S)[nH]c3cc(C(=O)Nc4ccccc4OC)ccc3c2=O)cc1
    1809	1301
- Nc1cc(=O)[nH]c(SCC(=O)Nc2ccccc2Sc2ccc(Cl)cc2)n1
    1901	1765
- Cc1cc2c(c(=O)n1Cc1ccccn1)C(c1ccc3c(c1)OCO3)C(C#N)=C(N)O2 (centres undefined)
    1668	1482
- COc1cccc(-c2nnc(SCc3cccnc3)o2)c1
    2168	1625
- COc1ccc([C@@H]2C(C#N)=C(N)S[C@@H](c3ccccc3)[C@@H]2[N+](=O)[O-])cc1
    1608	1593
- CC(C)N(CC#CCC(O)(c1ccccc1)c1ccccc1)CCO
    1608	1560
- CCC(C)NC(=O)Nc1ccccc1F (centres undefined)
    1996	1637

New compounds follow
SMILES	SRC1 TRFRET art	SRC3 TRFRET art
CCCCn1c(SCC(=O)Nc2ccc3c(c2)CCC3)nc2ccccc2c1=O	1914	1608
CCOC(=O)Cn1c(C(C)=O)nc2ccccc21	1989	1616
COc1ccccc1Nc1ccc(S(=O)(=O)N2CCCCC2)cc1[N+](=O)[O-]	2086	1721
Cc1c(-c2ccccc2)n[nH]c1C(=O)NN	1470	1265
O=C(CCc1ccc(S(=O)(=O)N2CCOCC2)cc1)N/N=C/c1ccc(O)c(O)c1O	1572	1514
O=c1c2ccccc2cnn1Cc1n[nH]c(=S)n1-c1ccccc1	1682	1599
CS(=O)(=O)N(CC(=O)Nc1ccc(S(=O)(=O)N2CCOCC2)cc1)c1ccccc1Cl	1704	1550
COc1ccc(NC(=S)N2CCN(c3ccccn3)CC2)cc1	1699	1535
N#C/C(=C\c1ccc(-c2ccccc2[N+](=O)[O-])o1)C(=O)Nc1nc(-c2cccs2)cs1	1954	1682
O=c1c2ccccc2cnn1CCOc1ccccc1	1505	1528
CCCN1Cc2cccc(C(=O)Nc3ccc4c(c3)OCO4)c2C1=O	1750	1664
O=C(COC(=O)c1ccc(S(=O)(=O)Nc2ccccc2)cc1)NC1CCCC1	1644	1517

Look-ups from the list:
Result for `CCN(C(=O)COC(=O)CNC(=O)c1ccc(C)s1)c1ccccc1` under SRC1 TRFRET art: 1947
Result for `CS(=O)(=O)N(CC(=O)Nc1ccc(S(=O)(=O)N2CCOCC2)cc1)c1ccccc1Cl` under SRC3 TRFRET art: 1550
Result for `O=c1c2ccccc2cnn1CCOc1ccccc1` under SRC3 TRFRET art: 1528
Result for `O=C(COc1cccnc1[N+](=O)[O-])N1CCN(C(=O)c2ccco2)CC1` under SRC3 TRFRET art: 1449
Result for `COc1cccc(C(C)NC(=O)Nc2cc(Cl)ccc2OC)c1` (centres undefined) under SRC1 TRFRET art: 1920
Result for `CN(C)S(=O)(=O)c1cccc(NC(=S)N2CCc3ccccc32)c1` under SRC3 TRFRET art: 1542

Remaining list, next part:
SMILES	SRC1 TRFRET art	SRC3 TRFRET art
COc1cccc(C(C2=C(O)CC(C)(C)CC2=O)C2C(=O)CC(C)(C)CC2=O)c1 (centres undefined)	1474	1371
N#Cc1cc([N+](=O)[O-])ccc1NCCN1CCOCC1	1401	1488
CCNc1nc(NC(C)CC)nc(Oc2ccc(OCC)nn2)n1 (centres undefined)	1769	1259
O=C(CSc1nnc(Nc2ccccc2F)s1)c1cc2ccccc2o1	1869	1589
CC(=O)c1sc(Nc2cccc(C)c2)nc1C	1723	1640
Cc1nc2ccccn2c1C(=O)NN	1640	1558
CC(=O)c1cccc(NC(=O)c2ccc3c(Cl)c4c(nc3c2)CCCC4)c1	1935	1613
COC(=O)c1c(NC(=O)CN2CCN(S(=O)(=O)c3ccccc3)CC2)sc2c1CCC(C)C2 (centres undefined)	2049	1746
CC(C)(C)c1cc(N)n(-c2ccc(C(=O)O)cc2)n1	1824	1754
CC(C)(C)NC(=O)C(=O)NNC(=O)COc1ccccc1	1769	1621
COc1ccc(CN(C(=O)c2nsc(Cl)c2Cl)C(C(=O)NC2CCCC2)c2ccc(OC)cc2)cc1 (centres undefined)	1631	1444
COc1ccc(-n2cnnc2SCC(=O)Nc2cc(S(=O)(=O)N3CCCCC3)ccc2C)cc1	2008	1476
Cc1ccccc1/C=N/N1CCN(c2ccccc2)CC1	1937	1593
Cc1cc(NS(=O)(=O)c2ccccc2)c([N+](=O)[O-])cc1C	2048	1537
CC(C)(C)c1ccc(N/N=C(\C#N)S(=O)(=O)C(C)(C)C)cc1	1949	1651
CCc1cccc(CC)c1C(O)c1cccnc1 (centres undefined)	1971	1570
CC(=O)Nc1ccc(C(=O)CSc2nnc(C)o2)cc1	1793	1525
COc1ccc(-c2nsc(C(=O)N(c3ccc(F)cc3)C(C(=O)NC3CCCC3)c3ccc(OC)cc3)c2N)cc1 (centres undefined)	1862	1904
Cc1cc(N2CCN(C/C=C/c3ccccc3)CC2)n2ncnc2n1	1993	1509
COc1ccccc1NC(=O)CSc1nnnn1-c1ccc(C(=O)O)cc1	2009	1347
O=C(C[n+]1ccccc1)Nc1nc2ccccc2s1	1639	1481
CCN1CCN(c2ccc(NC(=O)c3cccnc3)cc2Cl)CC1	1996	1498
COC(=O)c1cc(Cl)c(NS(=O)(=O)c2ccccc2)cc1OC	1922	1420
O=[N+]([O-])c1ccc(Cl)cc1NCCCN1CCOCC1	1729	1485

In a second layout: results already given.
Molecule: Cc1ccccc1/C=N/N1CCN(c2ccccc2)CC1
  SRC1 TRFRET art: 1937
  SRC3 TRFRET art: 1593

Molecule: Cc1cc(NS(=O)(=O)c2ccccc2)c([N+](=O)[O-])cc1C
  SRC1 TRFRET art: 2048
  SRC3 TRFRET art: 1537

Molecule: CC(C)(C)c1ccc(N/N=C(\C#N)S(=O)(=O)C(C)(C)C)cc1
  SRC1 TRFRET art: 1949
  SRC3 TRFRET art: 1651

Molecule: CCc1cccc(CC)c1C(O)c1cccnc1 (centres undefined)
  SRC1 TRFRET art: 1971
  SRC3 TRFRET art: 1570

The results go on.
SMILES	SRC1 TRFRET art	SRC3 TRFRET art
Cc1nnc(SCC(=O)Nc2ccc(N(C)C)cc2)n(N)c1=O	1673	1658
COc1ccc(/C=N/Nc2nc(-c3ccc(Cl)cc3)cc(C(F)(F)F)n2)cc1OC	1933	1448
COc1ccccc1NCC(=O)N/N=C/C=C/c1ccccc1	1744	1643
C=CCn1c(SCC(=O)Nc2ccccc2-c2ccccc2)nc2cc(C(=O)O)ccc2c1=O	1631	1522
CC(/C=C/c1ccc2c(c1)OCO2)=N/NC(=O)c1ccc(C)nc1	2012	1497
O=C(COc1cccc2cccnc12)Nc1ccccc1N1CCOCC1	1827	1774
N#C/C(=C/c1ccc([N+](=O)[O-])cc1)C(N)=O	1785	1677
O=C(c1ccc2c(c1)OCO2)N(Cc1cccs1)C1(C(=O)NC2CCCCC2)CCCCC1	1803	1634
COc1cccc(N2CCN(C(=O)CCCCCNc3nc(=S)[nH]c4ccccc34)CC2)c1	1851	1778
CC/C(=N\NC(=O)CSCc1ccccc1Cl)c1ccc2c(c1)OCCO2	1910	1452
CCCC1=NN2C(=N)/C(=C\c3cc(C)n(-c4cc(C)cc(C)c4)c3C)C(=O)N=C2S1	1579	1364
Cc1cc(C)c(C#N)c(SCc2nc3ccccc3c(=O)[nH]2)n1	1866	1360
Cc1cccc(NC(=O)COC(=O)c2cc3ccccc3oc2=O)c1	1673	1782
CCC(C)(C)NC(=O)c1ccc(Sc2nncn2C)c([N+](=O)[O-])c1	2067	1708
COC(=O)c1cc(NC2c3ccccc3C(=O)N2c2ccc(Cl)cn2)cc(C(=O)OC)c1 (centres undefined)	1916	1561
Cc1cc(C2=NNC(=NC3CC3)SC2)c(C)n1Cc1ccco1	1764	1550
O=C(Cc1ccccc1)NCC(=O)OCC(=O)c1ccc([N+](=O)[O-])cc1	1765	1678
O=C1S/C(=C\c2ccc(O)c([N+](=O)[O-])c2)C(=O)N1c1ccccc1Cl	1634	1519
Cc1ccc(S(=O)(=O)c2ccc(Cl)cc2)cc1S(=O)(=O)N(C)CC(=O)O	1668	1457
C=C1N(c2ccccc2)C(=O)OC1(C)C	1626	1301
COCCN(CCOC)C(=O)c1ccc(SCc2ccc(C)cc2)c([N+](=O)[O-])c1	1750	1562
CN(C)/C=N/c1cc(=O)n(C)c(=O)n1Cc1ccccc1	1658	1582
Cc1ccc(C(=O)Nc2ccccc2C(=O)N2CCCC2)cc1[N+](=O)[O-]	1688	1398
CC(=O)OC1CC(C)(C)N(OC(=O)c2ccccc2)C(C)(C)C1	2014	1401
CCC(C)NC(=O)c1cc(Sc2nnc(C)s2)nc2ccccc12 (centres undefined)	1921	1722
Cc1nc(SCN2C(=O)c3ccccc3C2=O)n[nH]1	1984	1548
COc1cc(C(=O)NCc2ccc(C)cc2)ccc1OC(F)F	2049	1623
Fc1ccc(CNC(=S)Nc2cccc(Cl)c2)cc1	1709	1408
